Bioassay records (PubChem)
DAGLB inh = DAGLB lipase inhibitors, primary screen, biochemical, fluorescence, HTS; Diacylglycerol lipase-beta (Homo sapiens), Q8NCG7; HEK293T DAGLB membrane lysate, EnzChek fluorogenic substrate; inhibition, % at 5.17 µM; actives 0.059% (n = 340,000); in the data active means inhibition above about 34%;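 further: 0% = enzyme with vehicle and 100% = wells lacking enzyme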
DSG3 Ab inh = inhibitors of pemphigus antibody binding to DSG3, primary screen, biochemical, bead-based, flow cytometry, scFv-GFP; AID 588358, 2011; DSG3-coupled beads, scFv-anti-DSG3-GFP binding; stronger effect = lower value; binding (percent of control), % at 10 µM; actives 0.48% (n = 310,000);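 active means binding more than 3 SD below its plate's average and above zero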;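 further: hits lower antibody fragment binding to DSG3; some compounds called inactive have numbers as strong as hits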
Target sequence (P32926 whole entry, looked up, the tested form may be a part): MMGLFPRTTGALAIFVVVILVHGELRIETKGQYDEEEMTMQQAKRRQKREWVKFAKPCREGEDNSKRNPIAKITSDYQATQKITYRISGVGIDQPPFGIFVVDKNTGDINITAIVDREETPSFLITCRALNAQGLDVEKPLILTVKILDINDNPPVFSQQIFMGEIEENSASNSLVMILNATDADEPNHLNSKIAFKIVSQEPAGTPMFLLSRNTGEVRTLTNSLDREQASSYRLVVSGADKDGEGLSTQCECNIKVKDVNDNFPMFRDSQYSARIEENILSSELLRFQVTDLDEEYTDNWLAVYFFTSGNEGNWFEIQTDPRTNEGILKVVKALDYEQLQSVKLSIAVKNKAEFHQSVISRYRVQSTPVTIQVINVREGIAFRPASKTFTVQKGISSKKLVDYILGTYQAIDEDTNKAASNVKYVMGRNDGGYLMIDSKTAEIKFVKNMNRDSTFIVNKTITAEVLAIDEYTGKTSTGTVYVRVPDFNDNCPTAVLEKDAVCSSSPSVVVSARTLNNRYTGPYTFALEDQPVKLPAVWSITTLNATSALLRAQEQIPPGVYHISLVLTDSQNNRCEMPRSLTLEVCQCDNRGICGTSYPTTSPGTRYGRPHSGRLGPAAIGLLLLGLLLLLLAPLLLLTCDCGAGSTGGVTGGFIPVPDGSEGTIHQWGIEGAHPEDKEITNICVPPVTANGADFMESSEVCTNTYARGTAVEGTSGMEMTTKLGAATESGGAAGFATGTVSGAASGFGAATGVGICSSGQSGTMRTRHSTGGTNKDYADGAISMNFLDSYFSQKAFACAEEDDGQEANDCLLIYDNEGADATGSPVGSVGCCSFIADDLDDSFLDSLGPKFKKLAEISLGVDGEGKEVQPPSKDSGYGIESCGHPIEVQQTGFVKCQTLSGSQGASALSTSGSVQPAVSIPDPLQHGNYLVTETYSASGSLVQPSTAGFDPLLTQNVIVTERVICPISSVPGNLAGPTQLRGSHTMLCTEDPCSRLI
C-LANA FP = inhibitors of KSHV C-LANA binding to DNA, primary screen, biochemical, fluorescence polarization, FAM-LBS DNA, MBP-C-LANA, single point; AID 504423, 2011; actives 0.078% (n = 340,000); Kaposi's sarcoma herpesvirus LANA C-terminal domain (residues 932-1162) DNA binding; inhibition, % at 9 µM;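 active means highest replicate inhibition at or above 60% at 9 µM, even if other replicates fall short; inactive means all replicates below 60% inhibition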;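 further: 0% = neutral control wells and 100% = 4 µM acridine orange control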
Keap1-Nrf2 PPI = Keap1-Nrf2 protein-protein interaction inhibitors, primary screen, biochemical, fluorescence polarization, single point | Kelch-like ECH-associated protein 1 (Homo sapiens), Q14145 | Keap1 Kelch-Nrf2 peptide fluorescence polarization, 1536-well | inhibition, % at 9.4 µM | actives 0.15% (n = 340,000); in the data active means inhibition above about 12%;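 further: human Keap1 Kelch domain with fluorescein labeled Nrf2 9mer peptide probe; 0% = neutral control wells and 100% = peptide positive control; higher means more block of Keap1 binding to Nrf2 peptide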
Arrestin-AP2 inh = inhibitors of beta-arrestin/AP2 binding, primary screen, biochemical, GPCR trafficking, flow cytometry | actives 0.31% (n = 340,000) | FITC-arrestin peptide / GST-AP2 beads; AP2 beta2 appendage carries R879A mutation | inhibition, % at 10 µM;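 active means inhibition above a set limit, near 3 SD of compounds lacking own fluorescence, cut at about 54% in these data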;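 further: plate controls were DMSO wells for no effect and 5 µM unlabelled arrestin peptide for full effect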
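Measured by: flow cytometry, FL1 (488/535 nm); Material: AP2 appendage R879A on GSH beads; Evaluation: percent response; Timing: pre-incubation 12 min, peptide binding 1 h, room temperature; Also added: 50 nM FITC-arrestin peptide; Medium: PBS with 0.05% Tween 20 and 0.1% BSA.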
V-ATPase pHluor = regulators of yeast V-ATPase proton pumping, primary screen, pHLuorin cytosolic pH fluorescence | actives 0.37% (n = 350,000) | AID 504577, 2011 | S. cerevisiae | response, % at 10 µM; in the data active means response mostly above about 7.3%, no sharp cut-off; inactive means mostly below about 5.4%; further: actives read high; inactives centre near 0; some compounds called inactive have numbers as strong as hits
RTF Ca sens inh = cardiac RTF calcium sensitivity inhibitors, primary screen, biochemical, IANBD-TnC fluorescence, EC70 calcium; Troponin I, cardiac muscle (Homo sapiens) + Troponin T, cardiac muscle (Homo sapiens) + …; IANBD-labeled cardiac RTF, Ca2+ fluorescence; inhibition, % at 7.15 µM; actives 0.12% (n = 340,000); AID 493244, 2011;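 active means inhibition above the mean inhibition of all tested compounds plus 3 SD, cut at about 17% in these data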;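 further: assay run at fixed EC70 calcium of 1.6 mM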
CAL PDZ FP-1 = CAL PDZ peptide-binding inhibitors, primary screen, biochemical, fluorescence polarization, Cer-tagged CAL PDZ, HTS; AID 504414, 2011; purified CAL PDZ, TMR-peptide fluorescence polarization, 1 h; actives 0.02% (n = 330,000); Golgi-associated PDZ and coiled-coil motif-containing protein (Homo sapiens), Q9HD26; inhibition, % at 20 µM;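 active means highest replicate inhibition of at least 40%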;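 further: plate controls were DMSO neutral control wells for no effect and unlabeled competitor peptide control wells for full effect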
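Read-out basis: mP drop reported as inhibition | Assay system: Tagged CAL PDZ protein CerCALP, purified | Benchmarks: Unlabelled peptide for full inhibition, DMSO wells as neutral | Schedule: 1 h incubation at room temperature before polarization reading | Buffer or medium: Sodium phosphate/NaCl buffer pH 7.4 with TCEP, IgG, Thesit | Doses: Single point, 20 µM | Measured by: Fluorescence polarization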
NSD2 inh = NSD2 histone methyltransferase inhibitors, primary screen, biochemical, AlphaScreen, single concentration, set 2; Histone-lysine N-methyltransferase NSD2 (Homo sapiens), O96028; NSD2 peptide methylation, 120 min; actives 0.54% (n = 310,000); AID 743445, 2014; inhibition, % at 12.5 µM; in the data active means inhibition above about 50%
CAL PDZ FP-2 = untagged CAL PDZ binding inhibitors, primary screen, biochemical, fluorescence polarization, HTS; Golgi-associated PDZ and coiled-coil motif-containing protein (Homo sapiens), Q9HD26; purified CAL PDZ, TMR-peptide fluorescence polarization, 1 h; inhibition, % at 24.9 µM; actives 0.92% (n = 300,000); AID 602252, 2012;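 active means mean inhibition of at least 30% with at least half of replicates also reaching 30%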;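 further: 0% = DMSO neutral control and 100% = excess unlabeled competitor peptide PRC23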
Starred values were filed as active, the others as inactive; x = not tested or not shown. The list is partial; rates above refer to the full screens.

A first look:
SMILES	DAGLB inh	DSG3 Ab inh	C-LANA FP	Keap1-Nrf2 PPI	Arrestin-AP2 inh	V-ATPase pHluor	RTF Ca sens inh	CAL PDZ FP-1	NSD2 inh	CAL PDZ FP-2
COC(=O)C(C(=O)NCC1CCCO1)C1CCCCCC1 (centres undefined)	-1	106	2.5	2	-1	-2	-6	-1.7	-2	-4
CCc1nnc(NC(=O)CCC(=O)N2CCN(Cc3ccccc3)CC2)s1	3	95	-0.5	3	-6	-2	-25	-0.1	1	0

Main list (from the top)
SMILES	DAGLB inh	DSG3 Ab inh	C-LANA FP	Keap1-Nrf2 PPI	Arrestin-AP2 inh	V-ATPase pHluor	RTF Ca sens inh	CAL PDZ FP-1	NSD2 inh	CAL PDZ FP-2
COC(=O)C(C(=O)NCC1CCCO1)C1CCCCCC1 (centres undefined)	-1	106	2.5	2	-1	-2	-6	-1.7	-2	-4
CCc1nnc(NC(=O)CCC(=O)N2CCN(Cc3ccccc3)CC2)s1	3	95	-0.5	3	-6	-2	-25	-0.1	1	0
O=C(NCc1ccc(F)c(F)c1)C1CCC(=O)N(CC2CCCCC2)C1 (centres undefined)	2	101	0.4	4	4	-3	-9	-0.6	-2	3
COc1cccc(NC(=O)C(Sc2nnnn2C)c2ccccc2)c1 (centres undefined)	0	97	0.8	-2	-4	-3	0	-1.0	0	-2
COc1ccc(NC(=O)Cn2nc(C(=O)O)c3ccccc3c2=O)cc1S(=O)(=O)N1CCCCC1	-2	94	2.0	2	34	1	11	-1.8	-1	x
Cc1ccc(S(=O)(=O)NCc2ccncc2)cc1	-3	96	0.3	-2	-9	x	2	-1.3	-1	-3
Cc1cccc(N(C)C(=O)CN(C)S(=O)(=O)c2ccc3c(c2)c(=O)n(C)c(=O)n3C)c1	6	99	2.3	-3	1	-1	10	-0.4	-4	3
O=C(CS(=O)(=O)c1cccc(C(F)(F)F)c1)Nc1ccccc1Cl	3	97	-0.7	4	4	3	0	-0.7	-1	1
COc1ccc(Nc2nc(C)nc3c2oc2ccccc23)cc1	1	89	0.6	4	-5	-6	-5	2.2	-1	4
O=C(NC(=O)c1csnn1)Nc1ccccc1Cl	1	118	-0.4	0	8	4	-16	-2.7	-2	-1
CCN(CC)S(=O)(=O)c1cccc(C(=O)NCCc2ccccc2)c1	0	125	-0.6	0	23	-2	-1	-2.7	-1	-3
COc1ccc(C(=O)NC(=S)Nc2cccc(S(=O)(=O)N3CCOCC3)c2)cc1	0	107	-1.3	-1	-20	1	-3	-2.9	-3	1
Cc1cccc(N(C(=O)c2csnn2)C(C(=O)NCc2ccccc2)c2ccc(C)o2)c1 (centres undefined)	2	x	-0.8	3	0	-3	-2	-1.1	38	3
O=C1NC[C@H](Cc2ccccc2)N(CCc2cccc(F)c2)C1=O	0	104	-0.7	-1	0	-1	-5	-1.2	x	1
O=C(Nc1ccccc1)Nc1ccc2ncoc2c1	-5	x	-0.7	-7	-5	1	-2	-2.1	-2	-1
CCO[C@H]1OC(C(N)=O)=C[C@@H](c2csc3ccccc23)[C@@H]1CCCO	-3	99	-2.4	-1	6	-1	-5	0.3	x	8
Cc1nc2c(C(=O)NCCc3ccccc3)c[nH]n2c(=O)c1Cl	9	100	1.6	3	-6	-2	1	0.8	1	1
O=C(CN1CCOCC1)Nc1ccc(Cl)cn1	0	110	0.7	2	54*	3	-4	-1.2	1	x
COc1ccc([N+](=O)[O-])cc1NC(=O)c1ccc(N(Cc2ccccc2C)S(C)(=O)=O)cc1	2	102	-0.8	-2	1	8	-4	-0.4	3	-1
COc1ccc(-c2[nH]c(-c3ccccc3)nc2SCC(=O)NCc2ccco2)cc1OC	2	110	0.1	1	-8	-3	-12	0.4	x	-1
CCOC(=O)C1=C(C)NC(=O)NC1c1ccc(OC)c(CN2CCOCC2)c1 (centres undefined)	-1	x	-0.2	1	-3	3	-10	0.4	3	-6
CC1CC(C)(C)NC(=S)N1CCC(=O)NCCc1ccc(Cl)cc1 (centres undefined)	0	114	-0.7	-3	53	-4	-2	-0.2	-1	1
COc1cccc2cc(C(=O)C3=C(O)C(=O)N(CCN4CCOCC4)C3c3cccs3)oc12 (centres undefined)	2	99	-0.4	-1	-33	1	4	-0.6	12	-3
CC(C)NC(=O)CCn1ccc2cc(S(=O)(=O)N3CCCC3)ccc21	3	91	0.5	-2	6	0	0	0.2	14	4
COc1ccccc1C(=O)NNC(=O)c1ccncc1	-2	98	-0.5	1	15	0	-3	-1.2	-4	x
O=C/C(=C\Nc1ccc(S(=O)(=O)CCO)cc1)c1nc2cc(Cl)ccc2o1	5	95	5.3	-2	-2	-1	-7	-3.2	-1	-1
COCC(=O)N1CCC(Oc2ccc(C(=O)NCc3cc(C)no3)cc2)CC1	-1	112	-0.9	-1	-14	1	-5	1.4	-1	-1
CCOC(=O)c1c(C)[nH]c(C(=O)COC(=O)c2cccnc2Cl)c1C	1	100	11	25*	15	3	-3	-2.0	-2	x
COc1cc(-c2noc(C)c2-c2ccc(N(C)C)nc2)cc(OC)c1OC	0	96	1.0	-6	4	1	-2	0.0	x	-2
CN(c1ccccc1)S(=O)(=O)c1cccc(NC(=O)c2ccc3ncsc3c2)c1	0	98	-0.3	-2	-3	1	-14	-5.9	-184	-5
COc1ccc(CNC(=O)COC(=O)c2ccc(Br)cc2)cc1	-4	103	-0.3	-2	9	-1	-5	-1.2	-6	-1
O=S(=O)(NCCNc1nccc(C(F)(F)F)n1)c1ccccc1	1	109	-1.0	0	-10	3	0	-0.1	-1	-6
CCN1C(=O)[C@@H]2[C@@H](c3ccc(-c4ccc(C(C)=O)cc4)c(OC)c3)N3CCCC[C@@]3(C(=O)OC)[C@@H]2C1=O	0	100	1.7	2	-1	-2	-3	0.6	x	2
COC(=O)C(Cc1c[nH]c2ccccc12)NC(=O)c1cc(-c2ccc(OC)c(OC)c2)oc1C (centres undefined)	0	88	0.2	-7	26	2	-10	-1.0	3	0
CN(C)S(=O)(=O)c1ccc(NC(=O)CSc2nnc(-c3ccco3)n2N)cc1	0	98	-0.7	-2	26	1	-4	-0.7	-4	-2
CC(=O)Nc1ccc(S(=O)(=O)N(C)CC(=O)NCCOc2ccccc2)cc1	1	x	-1.0	-6	-6	0	-12	-1.8	-1	-6
COc1cnc(-c2ccccn2)nc1Oc1ccccc1Cl	-1	101	0.2	0	-7	-1	-4	0.1	-6	-2
CCOc1ccc(C(=O)C[n+]2ccc(C(=O)NCCO)cc2)cc1	-1	87	3.3	-8	14	2	-11	-2.3	0	-2
CC(=O)N1N=C(c2ccccc2)CC1c1cn(Cc2ccccc2)c2ccccc12 (centres undefined)	-6	101	-1.2	-5	-3	-2	2	-0.5	-1	-2
CCn1c(C)cc(C(=O)CSc2nnc(-c3ccco3)o2)c1C	-6	112	-0.1	2	24	1	-2	-2.2	1	4
CCOc1ccc(CN2CCN(Cc3cccn3-c3nccs3)CC2CCO)cc1 (centres undefined)	-3	96	0.1	-5	29	-3	-3	-0.7	6	3
Cn1c(/C=C/c2ccc(Cl)cc2)c([N+](=O)[O-])c(=O)n(C)c1=O	2	91	-0.7	3	-6	-2	-11	0.7	6	-12
COc1ccc(/C=C/C(=O)NC(=S)Nc2cc3oc4ccccc4c3cc2OC)cc1	0	90	0.8	-1	6	0	-14	-0.6	0	x
Cc1ccc(NC(=O)c2cnc(SCC(=O)NCC3CCCO3)n(C)c2=O)cc1 (centres undefined)	-1	107	-0.3	-5	-3	1	2	3.1	-3	0
O=C(CNc1ccccc1N1CCCC1=O)Nc1cc(Cl)ccc1-n1cncn1	5	104	-0.8	-8	-3	4	-9	-1.2	-2	-1
CCCOc1cccc(C(=O)N(Cc2ccco2)C2CCS(=O)(=O)C2)c1 (centres undefined)	-1	95	1.6	-7	-31	-3	-2	-0.2	17	-1
CCC(=O)Nc1ccc(-c2csc(C)n2)cc1	-2	83	3.0	-3	16	-2	-7	-1.4	-2	6
Cn1nc(C(=O)N2CCN(c3ccccc3)CC2)c2c1-c1ccccc1S(=O)(=O)C2	1	108	0.0	6	1	-6	1	-1.7	0	0
CC1=C(C)CC(C(=O)c2ccc(C)cc2)C(C(=O)O)C1 (centres undefined)	-4	95	-0.2	1	17	-1	-11	-3.2	x	0
CSCCC(NC=O)C(=O)NC(C)C(=O)O (centres undefined)	2	103	0.0	2	-3	-1	-6	-0.6	x	-3
COc1ccc(-n2nc3c(c2NC(=O)C(C)Oc2ccccc2)CS(=O)C3)cc1 (centres undefined)	-3	113	-1.4	-2	1	2	-11	-0.9	7	x
CCOC(=O)Cc1csc(NC(=O)CN(C)S(=O)(=O)c2ccc3c(c2)CCC(=O)N3)n1	4	97	0.9	4	-10	2	-6	-0.8	x	x
COc1ccc(C(=O)NC(CCSC)C(=O)N2CCCCCC2)cc1 (centres undefined)	-1	102	-0.2	0	3	2	8	-0.9	2	-7
CCOC(=O)c1c(C)[nH]c(C(=O)COC(=O)/C=C/c2cccc(OC)c2OC)c1C	0	127	-1.2	-9	0	13	-22	-2.3	2	-3
O=C(c1ccc(Cl)cc1)N1CCC(C(=O)N2CCCc3ccccc32)CC1	1	106	-1.1	3	28	-5	-4	0.6	-1	0
CC1CC(CC(=O)Nc2nc(-c3ccccc3)cs2)C(=O)O1 (centres undefined)	-4	101	2.1	-1	20	-2	-1	-2.6	2	-1
Cc1cccc(OCCC(=O)Nc2ccc(C)c(S(=O)(=O)N3CCOCC3)c2)c1	-8	100	0.5	-3	5	-2	3	-1.3	-4	x
Cc1cc(C)n(-c2ccc(C(=O)OCC(=O)c3ccc(Br)s3)cc2)n1	-5	90	0.2	-10	-2	-1	-6	x	-77	1
O=C(CCn1c(=O)oc2ccccc21)N1CCN(c2ccccc2Cl)CC1	2	86	0.2	-4	-7	-2	-1	-2.6	x	-7
